Screens deposited in PubChem by National Center for Advancing Translational Sciences (NCATS).
TGFb SMAD3 inh – qHTS for Inhibitors of TGF-b | 1.2% of 410,000 active | HepG2 CAGA-GFP TGF-b/SMAD3 reporter, GFP fluorescence, 18 h; TGF-beta stimulated, 500 pg/mL final | Potency, µM (highest dose often 46.1 µM), inactives show top-dose activity, negative = inhibition, hits mostly inhibitors; note: potency is the fitted concentration of half-maximal effect; % is set by controls: 0 for no effect and ±100 for the full control effect; nearly all actives have a fitted effect of over 65% in size
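Using HEPG2 CAGA-GFP reporter cells at 1000 cells/well, we pinned test compounds, stimulated with recombinant TGF-beta (500 pg/mL final) and measured total well GFP after 18 h.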
Nrf2 ARE act – qHTS of Nrf2 Activators. Potency, µM (doses to about 46.1 µM), for the others: at the top dose activation, hits mostly activators. 0.31% of 410,000 active. AREc32 ARE-luciferase reporter (MCF7-derived line), luminescence, 24 h; note: potency is the fitted concentration of half-maximal effect; % of control where 0% means no effect; nearly all actives have a fitted effect of over 65% in size
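Steps: seed AREc32_Fluc cells (1000/well, 5% FBS OPTI-MEM); incubate overnight at 37 deg C; add 23 nL compound; incubate 24 hr; add Steady-Glo; hold 30 min RT; read luminescence.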
Akt phos inh – HTS Assay for Inhibitors of Akt Phophorylation: Primary Screen | Neuro2A IGF-stimulated pAkt S473 HTRF, 20 min; stronger effect = lower value | activity change, % for hits at 50 µM | 0.32% of 360,000 active | AID 651550, 2012; in the data active = activity change below about -80%; inconclusive = mostly about -51% to -80%; note: % is set by controls: 0 for no effect and ±100 for the full control effect
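Neuro2A cells in DMEM with 0.5% FBS, overnight at 37 deg C, given compound at single 50 µM final, then IGF (6 nM final) for 20 min at 37 deg C. Lysed; phospho-Akt Ser473 by HTRF after 24 h, 665/615 ratio.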
HepG2 viability – qHTS for Inhibitors of TGF-b: Cytotox Counterscreen | HepG2 CAGA-GFP viability, ATP luminescence, 18 h | Potency, µM (top dose mostly 46.1 µM), for inactives: at the highest dose activity change, negative = cytotoxicity, actives largely listed as cytotoxic | 0.76% of 410,000 active | AID 588856, 2011; note: potency is the fitted concentration of half-maximal effect; some results filed as inactive show a strong effect at the top dose
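CellTiter-Glo luminescence gave cytotoxicity after 18 hours at 37 degrees C. The cells were HepG2 CAGA-GFP in 1% FBS DMEM, stimulated with 500 pg/mL TGF-beta after compound addition. %Activity was normalised to no-cell wells (complete cell-killing) and DMSO (no toxicity), and curves were fitted and classified.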
MmCpn inh – Inhibitors of TCP-1 ring complex (TRiC) of Methanococcus maripaludis (MmCpn): qHTS. Chaperonin Mm-Cpn (Methanococcus maripaludis). 0.031% of 330,000 active. purified Mm-Cpn ATPase, ADP Transcreener TR-FRET. Potency, µM (series often up to 76.9 µM), inactives show at the highest dose activity, negative = inhibition, most hits filed as inhibitors; note: potency is the fitted concentration of half-maximal effect; % is set by controls: 0 for no effect and ±100 for the full control effect; nearly all actives have a fitted effect of over 80% in size
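ATPase turnover read by TR-FRET ADP competition (Eu cryptate antibody/ADP-d2, 665/590 nm): 10uM ATP final, 25nM Mm-CPN final, 30 min 37degC after 10-min compound preincubation, pH 7.4 Tris/KCl/MgCl2/DTT buffer.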
A549 viability – Nrf2 qHTS screen for inhibitors: counterscreen for cytotoxicity | A549 ARE-Fluc cells, CellTiter-Fluor viability, 18-24 h | 0.16% of 390,000 active | Potency, µM (series often up to 46 µM), for inactives: at the highest dose activity change, negative = cytotoxicity, most hits filed as inhibitors; note: potency is the fitted concentration of half-maximal effect; % is set by controls: 0 for no effect and ±100 for the full control effect
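A549 ARE-Fluc cells in 5% FBS OPTI-MEM, 5000 cells/well, rested 2 h then exposed to compounds in concentration-response for 18-24 h at 37 °C. Viability by CellTiter-Fluor fluorescence (Ex 405/Em 525) after 30 min; luciferase luminescence (BugLite, 15 min, RT) read afterwards.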
ATXN viability – Viability Counterscreen for Primary qHTS for Inhibitors of ATXN expression. Potency, µM (top dose mostly 56.7 µM), hits mostly cytotoxic. S2 cells (HEK-293 line with an ATXN2-luciferase reporter) viability, CellTiter-Fluor protease fluorescence, 24 h. 0.49% of 400,000 active; note: potency is the fitted concentration of half-maximal effect; nearly all actives have a fitted effect of over 40% in size
Nrf2 block – Nrf2 qHTS screen for inhibitors. A549 ARE-Fluc reporter, luciferase luminescence, 18-24 h. 2.1% of 360,000 active. Potency, µM (series often up to 46 µM), for inactives: top-dose activity change, negative = inhibition, actives largely listed as inhibitors; note: potency is the fitted concentration of half-maximal effect; % is set by controls: 0 for no effect and ±100 for the full control effect; nearly all actives have a fitted effect of over 60% in size
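Reporter: ARE-Fluc in A549. Exposure: 18-24 h, 37 °C, 5% CO2, 5% FBS OPTI-MEM. Readouts: fluorescent cytotoxicity (CellTiter-Fluor), then luminescent Nrf2 signal after BugLite.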
CCT modulator – High-Throughput Screening for Modulators of Cytosolic Chaperonin Activity; purified chaperonin ATPase assay, HTRF ADP detection, 30 min; activity change, % (no concentration beside the values), hits read low; 0.3% of 360,000 active; AID 651819, 2012; in the data active = activity change below about -30%; note: % is set by controls: 0 for no effect and ±100 for the full control effect
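TRiC at 40 or 20 nM final (batch-dependent) in 30 mM Tris pH 7.4, 100 mM KCl, 5 mM MgCl2, 1 mM DTT, with compound at single 76 uM and 10 uM ATP, 30 min at 37 deg C. ADP detected by HTRF Transcreener, 665/615 ratio.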
* hit, by the source's call; i = inactive; ? = inconclusive; · = no result given; & = joins results of further samples. Unless noted, calls come from the whole dose curve; as a rule, active = well fitted curve in the direction sought with a large enough effect; inconclusive = small, poorly fitted or top-dose-only effect, or another doubt; inactive = no such curve, though single readings can be large; an effect the other way counts as inactive or inconclusive.

SMILES	TGFb SMAD3 inh	Nrf2 ARE act	Akt phos inh	HepG2 viability	MmCpn inh	A549 viability	ATXN viability	Nrf2 block	CCT modulator
COc1ccc2c(c1)c1c(c(=O)n(-c3cccc(C)c3)c(=O)n1CC(=O)NCC1CCCO1)n2C (stereo unspecified)	22%	-1.0%	·	0%	·	-14%	?	17%	·
N#CC1=C(N)Oc2n[nH]c(-c3cccs3)c2C1C1CCCCC1 (stereo unspecified)	-25%	8.7%	i	-58%	1%	-20%	i	-13%	-0.6
COc1ccc(S(=O)(=O)N(C)CC(=O)N2CCOCC2)cc1Cl	6%	-1.3%	·	-23%	-12%	2%	i	2%	-18
O=C1[C@@H]2C(c3cccnc3)=NO[C@@H]2C(=O)N1c1ccc2ccccc2c1	0%	5.8%	i	-36%	0%	0%	i	7%	-4.7
Cc1cc(C(=O)O)c(CCCN)s1	8%	-0.6%	i	-1%	?	-4%	i	1%	2.2
COc1cc(C#N)ccc1OCC(=O)NCc1cccs1	-6%	0.7%	i	-8%	-6%	-2%	i	-4%	2.1
CCc1ccccc1OCC(=O)Nc1nc(-c2cccnc2)cs1	?	4.9%	i	-2%	1%	?	?	7.3µM*	0.2
Cc1cc(SCC(=O)N2CCCC2=O)nc2ccccc12	-5%	3.2%	i	3%	0%	4%	i	27%	-0.6
COc1ccc(C(=O)N2CC(c3ccc(Cl)cc3)CC2=O)cc1 (stereo unspecified)	8%	0.1%	i	-5%	·	29%	i	-9%	-0.9
Cc1ccc(Cl)cc1NC(=O)CCn1cnc2ccccc2c1=O	0%	-1.1%	·	-2%	·	17%	i	·	·
COc1cc(C(=O)Nc2cc(C)cc(C)c2)c(-n2cnnn2)cc1OC	-1%	2.8%	i	2%	-6%	2%	?	-12%	0.0
O=C(/C=C/c1ccccc1)N1CCN(c2ccc([N+](=O)[O-])c(N3CCOCC3)c2)CC1	7%	0.0%	i	-1%	0%	?	i	?	-1.0
COc1ccc(Nc2ncc(C(=O)N3CCN(c4ccccc4OC)CC3)c3ccccc23)cc1	?	-0.6%&0.1%	i	-25%&0%	0%	-13%&-24%	?	?	-0.4
CCS(=O)(=O)c1ncc(Cl)c(C(=O)NCc2ccc(OC)cc2)n1	3.2µM*	-5.3%	·	5.6µM*	·	?	·	·	·
O=C1/C(=C/c2ccccc2)Oc2cc(OC(=O)N3CCOCC3)ccc21	-3%	7.2%	i	0%	3%	-3%	i	22%	-6.8
CCCSc1nc(=O)n2cccc(C)c2n1	6%	?	i	0%	-1%	-4%	i	8%	-1.0
O=C1ON=C(c2ccc(Cl)cc2)/C1=C/c1ccc(O)cc1	?	0.0%	i	-46%	-11%	-21%	?	-1%	-0.8
COc1ccc(N2CCN(C(=O)c3ccc(C)c(Cl)c3)CC2)cc1	-14%	-0.5%	i	-10%	·	-1%	i	?	-0.4
COc1ccc(N(C(=O)c2ccncc2)S(=O)(=O)c2ccc(OC)c(OC)c2)cc1	0%	0.4%	i	-22%	2%	12%	i	-13%	-2.9
CC(C)(CO)CNc1ccn2nccc2n1	-21%	5.2%	i	-31%	·	·	i	·	-0.7
Cc1cc(C)n(C(=O)c2cccc([N+](=O)[O-])c2)n1	4%	2.3%	i	2%	0%	-2%	i	-3%	-4.2
Clc1cccc(CSC2=NCCCN2)c1	-18%	-0.8%	i	-5%	2%	-1%	i	1%	0.3
CC(C)CC[n+]1ccn(C2=C([O-])c3ccccc3C(=O)/C2=N\S(=O)(=O)c2ccccc2)c1	3.2µM*	1.7%	i	5.6µM*	-1%	-23%	?	?	-4.5
COc1ccc(CN2C(=O)C(CC(=O)NCc3cccc4ccccc34)CC(C(=O)N3CCOCC3)=C2C)cc1 (stereo unspecified)	21%	0.4%	i	-26%	·	·	i	·	-0.1

Part of the list above, comma-delimited.
SMILES,TGFb SMAD3 inh,Nrf2 ARE act,Akt phos inh,HepG2 viability,MmCpn inh,A549 viability,ATXN viability,Nrf2 block,CCT modulator
O=C1ON=C(c2ccc(Cl)cc2)/C1=C/c1ccc(O)cc1,?,0.0%,i,-46%,-11%,-21%,?,-1%,-0.8
COc1ccc(N2CCN(C(=O)c3ccc(C)c(Cl)c3)CC2)cc1,-14%,-0.5%,i,-10%,·,-1%,i,?,-0.4

Next part
SMILES	TGFb SMAD3 inh	Nrf2 ARE act	Akt phos inh	HepG2 viability	MmCpn inh	A549 viability	ATXN viability	Nrf2 block	CCT modulator
Cc1c(C(=O)N/N=C/c2ccoc2)cccc1[N+](=O)[O-]	5%	0.1%	i	0%	-1%	0%	i	1%	0.3
CCNCC(=O)N1c2ccccc2CCc2ccc(NC(C)=O)cc21	-6%	0.5%	i	-10%	4%	3%	i	?	4.5
COc1ccc(-n2cnc3c(sc4nccc(N(C)C)c43)c2=O)cc1	-8%	-0.9%	i	-16%	0%	-11%	i	-15%	-2.1
Cc1ccc(S(=O)(=O)N2CCOCC2)cc1C(=O)N1CC(C)OC(C)C1 (stereo unspecified)	1%	-0.1%	i	-11%	1%	3%	i	-7%	0.9
COc1c(Br)cc([N+](=O)[O-])c(OC)c1C(=O)NC(=O)Nc1nc(C)cc(C)n1	-1%	0.0%	i	-15%	1%	-4%	i	-7%	-10
CC(C)c1ccc(C2OCCCO2)cc1	21%	-0.6%	i	-6%	·	0%	i	11%	-3.1
O=C(Oc1ccc(Cl)c2cccnc12)C12CC3CC(CC(C3)C1)C2	?	0.0%	i	-6%	1%	8%	i	5%	-0.4
O=C(O)CCCC(=O)NCCc1ccncc1	-6%	-0.5%	i	6%	-1%	-2%	i	3%	-2.3
Cc1ccc2c(c1)COc1c3ccc(C(=O)N[C@@H](CO)C(C)C)cc3nn1-2	-17%	4.4%	i	-15%	-1%	0%	i	14%	-4.0
CN(c1ccccc1)S(=O)(=O)c1ccc(C(=O)OCC(=O)NC(N)=O)cc1	0%	1.5%	i	-1%	-6%	10%	i	2%	-1.9
Cc1nn(C)cc1CNC(=O)c1ccc(F)cc1	7%	0.0%	i	-6%	0%	-3%	i	13%	0.1
COc1ccccc1-n1c(CNC(=O)c2ccco2)n[nH]c1=S	19%	0.1%	i	8%	-1%	0%	i	0%	-13

Quoted from the listing:
A549 viability with `O=C(O)CCCC(=O)NCCc1ccncc1` stands at -2%
HepG2 viability with `COc1ccc(-n2cnc3c(sc4nccc(N(C)C)c43)c2=O)cc1` stands at -16%

Carrying on.
SMILES	TGFb SMAD3 inh	Nrf2 ARE act	Akt phos inh	HepG2 viability	MmCpn inh	A549 viability	ATXN viability	Nrf2 block	CCT modulator
CCOc1ccc(C(=O)CCC(=O)Nc2cccc(S(=O)(=O)N3CCCCC3)c2)cc1	-1%	0.8%	i	-1%	-6%	-12%	i	?	-0.2
Cc1ccc(NC(=O)COC(=O)c2ccc(F)cc2Cl)c(Br)c1	4%	0.2%	i	6%	2%	1%	i	-23%	1.3
Cc1ccc(S(=O)(=O)N2CCN(C(=O)COC(=O)CSc3ccccc3)CC2)c(C)c1	9%	0.1%	i	2%	-1%	0%	i	-9%	0.0
CC(=O)c1cc(Cl)ccc1OCc1cccc(S(=O)(=O)N2CCOCC2)c1	?	2.8%	i	-20%	-2%	-9%	i	?	1.3
O=C(N/N=C/c1ccncc1)NC12CC3CC(CC(C3)C1)C2	?	2.8%	i	-6%	-2%	-1%	i	0%	-1.5
CCOC(=O)CNC(=O)N1CCC(CCC(=O)N(C)Cc2ccccc2)CC1	0%	-0.2%	i	6%	1%	7%	i	6%	0.2
CCOC(=O)c1c(NC(=O)CN2C(=O)NC3(CCC(CC)CC3)C2=O)sc(C)c1-c1ccc(C)cc1 (stereo unspecified)	-8%	-0.8%	i	-33%	-1%	1%	i	-2%	-0.2
CC(=O)N1CCN(c2ccc(NCc3ccc(F)cc3)cc2)CC1	-20%	3.5%	i	-14%	-2%	-3%	?	?	-0.3
O=C(OCc1cc2ccccc2[nH]c1=O)c1ccccn1	-5%	0.4%	i	7%	-2%	-2%	i	·	2.4
CCOc1ccc(NC(=O)CN(C)C(=O)Cn2c(=O)oc3ccccc32)cc1OCC	0%	-0.3%	i	-18%	-1%	1%	i	13%	-1.2
Cc1ccc(C(C)NC(=O)Cc2cccs2)c(C)c1 (stereo unspecified)	-6%	2.2%	i	3%	1%	0%	i	?	-8.2
NC(=O)c1c(/N=C/c2cccs2)sc2c1CCCC2	-1%	14%	i	6%	-1%	23%	i	18%	-1.9
CCOC(=O)c1ccc(NC(=S)NCCCN2CCCC2=O)cc1	-15%	2.6%	i	-1%	0%	-2%	i	-50%	-2.3
COc1ccc(CC(=O)NNC2=Nc3cccc4cccc2c34)cc1OC	-11%	-0.2%	i	-12%	0%	-1%	?	15%	-1.9
CC1(NC(=O)N2CCCCC2)CCS(=O)(=O)C1 (stereo unspecified)	0%	-0.3%	i	-18%	1%	·	i	5%	-1.9
CC(C(=O)NC1CCCc2ccccc21)N1CCN(Cc2ccc3c(c2)OCO3)CC1 (stereo unspecified)	0%	0.6%	i	-33%	1%	-5%	i	3%	-0.9
Cc1noc(C)c1S(=O)(=O)N(CC(=O)NCc1ccccc1)c1ccc(C(C)C)cc1	-3%&-6%	-0.6%&0.6%	i	-23%&-26%	1%	-1%&-1%	i	-12%&1%	-1.9
COc1ccc(C(CNC(=O)C(C)Oc2ccc(Br)cc2)N2CCCC2)cc1 (stereo unspecified)	-1%	0.5%	i	-19%	2%	-4%	i	7%	-0.2
COC(=O)Nc1nc2ccc(Br)cc2s1	-1%	3.1%	i	-31%	-2%	-4%	i	10%	-1.0
